BH1578 lux ind – inducers of Vibrio cholerae quorum light production without autoinducers, primary screen, BH1578 luxS cqsA deficient, single point. V. cholerae BH1578 lux reporter, luminescence, 6 h. activation, % at 18.7 µM. actives 0.16% (n = 350,000); in the data active means activation mostly above about 9.7%, no sharp cut-off; inconclusive means no clear call, values can overlap the other calls; inactive means mostly below about 3.7%; further: not every result past the cut was called active; inactives centre near 0; reference of the scale not given here
Y pestis TopoI – Yersinia pestis topoisomerase I inhibitors, primary screen, biochemical, cleavage product accumulation, plate reader, single point | Y. pestis Topo-I cleavage product accumulation | actives 0.064% (n = 360,000) | activity, % at 10 µM | DNA topoisomerase I (Yersinia pestis CO92); in the data active means activity above about 50%, passing the limit was not always enough; inconclusive means no clear call, values can overlap the other calls; further: inactives centre near 2
CCHFV vOTU inh – CCHFV vOTU protease inhibitors, primary screen, biochemical, Pep-AMC substrate, fluorescence; Crimean-Congo hemorrhagic fever virus L polyprotein viral ovarian tumor (vOTU) protease …; inhibition, % at 11.5 µM; actives 0.55% (n = 370,000); in the data active means inhibition above about 30%; further: 0% = vehicle wells with enzyme and 100% = no enzyme wells
Anthrax LF prot – Bacillus anthracis LF protease inhibitors, primary screen, biochemical, multiplex microsphere, MLPCN library; multiplex microsphere protease cleavage assay; inhibition, % at 10 µM; actives 0.12% (n = 360,000); further: plate controls were buffer without enzyme for full effect and enzyme alone for no effect
Target sequence (P15917 whole entry, looked up): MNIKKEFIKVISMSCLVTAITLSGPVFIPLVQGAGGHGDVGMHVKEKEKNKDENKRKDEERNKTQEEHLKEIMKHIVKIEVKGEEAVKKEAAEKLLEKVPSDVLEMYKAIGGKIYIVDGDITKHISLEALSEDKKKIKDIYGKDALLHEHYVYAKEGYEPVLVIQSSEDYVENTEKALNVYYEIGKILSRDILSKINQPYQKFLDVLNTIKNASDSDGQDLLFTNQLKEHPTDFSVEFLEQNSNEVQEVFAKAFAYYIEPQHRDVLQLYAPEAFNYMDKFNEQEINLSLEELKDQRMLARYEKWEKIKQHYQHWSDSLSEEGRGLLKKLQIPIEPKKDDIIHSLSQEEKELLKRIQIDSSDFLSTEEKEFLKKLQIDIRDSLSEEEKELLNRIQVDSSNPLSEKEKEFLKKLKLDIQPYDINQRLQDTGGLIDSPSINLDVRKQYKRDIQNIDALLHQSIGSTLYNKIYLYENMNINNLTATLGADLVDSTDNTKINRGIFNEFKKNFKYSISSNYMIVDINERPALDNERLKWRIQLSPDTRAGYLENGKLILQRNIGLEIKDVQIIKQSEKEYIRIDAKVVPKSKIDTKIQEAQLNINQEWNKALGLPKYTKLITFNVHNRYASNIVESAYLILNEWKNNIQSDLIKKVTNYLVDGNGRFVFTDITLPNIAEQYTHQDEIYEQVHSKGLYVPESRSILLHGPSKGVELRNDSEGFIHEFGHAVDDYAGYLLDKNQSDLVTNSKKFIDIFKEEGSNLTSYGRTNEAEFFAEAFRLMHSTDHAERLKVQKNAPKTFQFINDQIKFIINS
TcdB GH inh – TcdB glycohydrolase inhibitors, primary screen, biochemical, single point, plate reader | actives 0.24% (n = 350,000) | Toxin B (Clostridioides difficile), P18177 | TcdB glycohydrolase enzymatic assay | AID 652162, 2013 | inhibition, % at 9.99 µM; in the data active means inhibition above about 10%
PfHsp40 yeast – rescue of yeast from PfHsp40 toxicity, primary screen, S. cerevisiae, ATP luminescence | S. cerevisiae expressing PfHsp40, growth rescue | growth rescue, % at 12.5 µM | actives 0.68% (n = 340,000) | AID 504582, 2011; in the data active means growth rescue above about 28%, passing the limit was not always enough; inconclusive means no clear call, values can overlap the other calls;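 further: yeast W303a lacking pdr1 and pdr3 grown in galactose medium; growth measured after three days at 30 °C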
BoNT-A LC inh2 – BoNT/A light chain protease inhibitors, primary screen, biochemical, flow cytometry, MLPCN library. Botulinum neurotoxin type A light chain protease (Clostridium botulinum A str. ATCC 3502). multiplex microsphere protease substrate cleavage. inhibition, % at 10 µM. actives 0.17% (n = 360,000). AID 588499, 2011; further: plate controls were buffer without enzyme for full effect and enzyme alone for no effect
PriA SSB inh – inhibitors of Klebsiella pneumoniae PriA binding to SSB C-terminal tail, primary screen, biochemical, AlphaScreen; actives 0.6% (n = 430,000); inhibition, % at 33 µM; PriA–SSB C-terminal tail interaction (Klebsiella pneumoniae); AlphaScreen SSBct-PriA binding, biotinylated peptide; in the data active means inhibition mostly above about 37%, no sharp cut-off; inactive means mostly below about 20%;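 further: plate controls were negative control peptide for no effect and reference peptide for full effect; strong numbers were not always called active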
DUSP3 inh – VHR1 phosphatase inhibitors, primary screen, biochemical, absorbance, uHTS; Dual specificity protein phosphatase 3 (Homo sapiens), P51452; recombinant VHR phosphatase, pNPP absorbance; inhibition, % at 13.3 µM; actives 0.52% (n = 290,000); AID 1654, 2009; in the data active means inhibition above about 50%; further: some compounds called inactive have numbers as strong as hits
Target sequence (P51452 whole entry, looked up): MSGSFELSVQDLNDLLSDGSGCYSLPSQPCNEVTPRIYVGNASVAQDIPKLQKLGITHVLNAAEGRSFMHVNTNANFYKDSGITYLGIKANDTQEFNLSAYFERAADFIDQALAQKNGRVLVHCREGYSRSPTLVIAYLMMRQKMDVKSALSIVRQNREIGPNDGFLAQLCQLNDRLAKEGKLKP
3CLpro inhibitor – SARS-CoV 3CLpro protease inhibitors, primary screen, biochemical, quenched FRET; Replicase polyprotein 1ab (Severe acute respiratory syndrome coronavirus), P0C6X7; recombinant SARS-CoV 3CLpro, quenched FRET peptide cleavage; inhibition, % at 6 µM; actives 0.14% (n = 290,000); AID 1706, 2009; in the data active means inhibition above about 12%
* hit, by the source's call; i = inactive; ? = inconclusive; . = no result given; & = joins results of further samples. Unless noted, no stated cut-off is given here; in the data, active means inhibition above about 30%; inconclusive means no clear call, values can overlap the other calls; inactive means below that.

Compound	BH1578 lux ind	Y pestis TopoI	CCHFV vOTU inh	Anthrax LF prot	TcdB GH inh	PfHsp40 yeast	BoNT-A LC inh2	PriA SSB inh	DUSP3 inh	3CLpro inhibitor
CC1=C(C(=O)OCC(C)C)C(c2ccccc2Cl)NC(=O)N1C (stereo unspecified)	-0.2	13.3	26.8	3.8	0.6	0.6	-0.9	-11.6	-12.8	1.4
CCC(C)NCCOc1ccc(C(C)(C)c2ccccc2)cc1 (stereo unspecified)	5.0	12.5	-4.0	-2.6	0.5	1.2	-1.3	-17.6	-27.6	0.7
Cc1c(NC(=O)c2ccc(N3C(=O)C4C5C=CC(C5)C4C3=O)cc2)c(=O)n(-c2ccccc2)n1C (stereo unspecified)	0.6	-1.4	-6.3	0.4	.	-1.2	0.9	-8.4	15.1	1.9
CC(Sc1nc(=O)cc(N)n1CCc1ccccc1)C(=O)NCc1ccccc1 (stereo unspecified)	1.2	11.1	-11.1	-8.3	.	0.1	-0.7	5.3	6.0	2.7
CC(=O)c1cc2c(cc1NC(=O)Cn1nc(-c3ccc(F)cc3)ccc1=O)OCO2	-0.2	29.3	17.2	-2.5	0.8	1.2	1.6	-4.8	15.8	-1.3
CCOC(=O)C1(CC2CCCCO2)CCN(S(=O)(=O)c2ccccc2)CC1 (stereo unspecified)	i	19.1	2.7	-3.3	0.4	-0.5	0.5	-6.4	20.9	4.4
Cc1cc(C(=O)Nc2ccncc2)ccc1[N+](=O)[O-]	-0.9	-2.6	-12.6	6.2	0.8	-0.7	-0.2	26.2	10.0	4.0
CCSCCOC(=O)C1=C(C)NC(=O)NC1c1ccc2c(c1)OCO2 (stereo unspecified)	-0.3	41.1	2.2	0.4	1.0	-0.9	-0.6	1.3	2.3	2.3
O=C1CC(c2ccccc2)=NN1c1nc(-c2ccccc2)cs1	-0.4	-20.2	10.1	5.4	0.2	2.2	0.5	-1.3	4.7	1.4
CCc1cccc(CC)c1NC(=O)COC(=O)c1cccc(S(=O)(=O)N2CCc3ccccc3C2)c1	-0.3	3.6	-12.6	1.2	0.8	0.4	0.8	-3.4	1.3	-1.2
COc1ccc(-c2nc(SC(C)C(=O)NC3CC3)n[nH]2)cc1 (stereo unspecified)	1.4	9.5	-2.9	?	-1.0	1.1	?	-17.2	.	.
CN(C)CCCNc1ccc(-c2n[nH]c(=O)c3ccccc23)cc1[N+](=O)[O-]	-1.5	-11.4	9.3	-15.0	-2.8	-0.4	3.2	-11.5	55.0*	-0.7
COc1ccc(/C=N/NC(=O)Cn2cnc3ccccc3c2=O)cc1	-0.2	-2.1	11.1	0.8	.	-1.3	1.4	.	-0.8	-0.5
O=C(NCc1ccccn1)Nc1ccc2c(c1)OCO2	i	12.8	-6.9	-1.5	.	-0.1	-2.7	3.9	-12.4	-1.1
CC(=O)Nc1ccc2c(c1)c1ccccc1n2C(C)=O	-0.1	-1.1	12.7	0.1	.	1.2	-0.1	-8.8	-0.1	-1.3
Cn1c(CSCc2ccc(F)cc2)n[nH]c1=S	i	4.5	-1.3	-1.0	-5.6	-2.0	-7.1	-4.0	6.5	1.0
COc1ccc(CNS(=O)(=O)c2ccc(S(=O)(=O)N3CCCCC3)cc2)cc1	i	15.9	1.0	-1.3	.	-1.4	-0.8	-9.1	29.5	.
Cc1cc2c(cc1S(=O)(=O)CCC(=O)NCCc1ccccc1)OCC(=O)N2	-0.3	-2.7	19.2	-5.1	4.2	0.2	0.2	-10.4	1.6	-2.4
N#Cc1ccsc1NC(=O)c1ccc2ncsc2c1	i	1.6	0.5	-11.0	1.3	.	0.3	.	.	.
Cc1cc2ccccn2c1C(=O)c1ccncc1	-0.5	3.4	-3.6	1.6	.	0.1	-0.1	-8.4	-7.7	1.5
O=C1OC(Nc2cc(Br)cc3cccnc23)c2ccccc21 (stereo unspecified)	-0.5	-0.9	111.4*	-1.9	-4.3	2.5	1.8	74.0*	29.0	5.8
Cc1cccc(NC(=O)CCCc2ccccc2)c1	i	6.4	0.7	11.3	1.9	-0.4	0.4	-18.1	8.5	0.2
Cc1ccc(Nc2nc(CSc3nnc(-c4ccncc4)n3C)cs2)cc1	-0.7	8.1	-12.4	-3.2	.	-0.2	0.9	4.8	58.3*	2.7
COc1ccc2[nH]c(C(=O)Nc3cccc(C)n3)cc2c1	-0.6	-0.6	-8.6	6.7	1.1	.	-0.5	-9.1	33.1	-0.3
COC(=O)c1ccc2nc(NC(=O)C(C)(C)C)sc2c1	-3.6	-3.0	4.1	-0.3	1.2	-1.6	-0.1	-6.5	-0.5	0.6
O=C(CSc1ncnc2ccccc12)NC1CCS(=O)(=O)C1 (stereo unspecified)	1.2	-0.4	-3.5	-5.4	0.7	-2.1	1.2	-6.1	.	.
O=C(NNC(=O)c1cc2cc(OC(F)(F)F)ccc2[nH]1)c1cccc(C(F)(F)F)c1	1.8	5.2	4.3	-14.5	1.5	0.0	?	-6.4	17.0	4.3
O=C(Cn1nc(C(F)F)cc1C1CC1)N1CCCC1	-2.8	1.3	3.4	-0.4	-0.6	-0.2	-0.4	-5.1	59.1*	0.1
COc1ccc(NC(=O)c2cc(S(=O)(=O)N3CCS(=O)(=O)CC3)ccc2Cl)cc1	-0.4	-7.2	1.9	-1.5	.	1.5	0.2	-23.3	-12.3	-3.7
COc1cc(C)ccc1OCC(=O)NCC1CCCO1 (stereo unspecified)	4.3	4.5	-3.1	-7.0	-7.9	0.4	-0.3	-4.9	.	.
Cc1cccc(N2C(=O)NC(=O)/C(=C\c3cc(C)n(-c4sc5c(c4C#N)CCCC5)c3C)C2=O)c1C	-3.6	26.6	-1.7	-3.0	.	-0.3	-0.8	1.9	12.6	-5.5
OC1CCCN(CC(O)COC(c2ccccc2)c2ccccc2)C1 (stereo unspecified)	-0.5	-7.3	-3.9	5.8	0.1	-1.0	0.7	-14.0	16.6	-0.8

Reprinted at random: 2 entries already listed.
Compound	BH1578 lux ind	Y pestis TopoI	CCHFV vOTU inh	Anthrax LF prot	TcdB GH inh	PfHsp40 yeast	BoNT-A LC inh2	PriA SSB inh	DUSP3 inh	3CLpro inhibitor
Cc1cc2ccccn2c1C(=O)c1ccncc1	-0.5	3.4	-3.6	1.6	.	0.1	-0.1	-8.4	-7.7	1.5
O=C(Cn1nc(C(F)F)cc1C1CC1)N1CCCC1	-2.8	1.3	3.4	-0.4	-0.6	-0.2	-0.4	-5.1	59.1*	0.1

Further entries
Compound	BH1578 lux ind	Y pestis TopoI	CCHFV vOTU inh	Anthrax LF prot	TcdB GH inh	PfHsp40 yeast	BoNT-A LC inh2	PriA SSB inh	DUSP3 inh	3CLpro inhibitor
COC(=O)CN(c1nc(C)c(Br)c(OC)n1)S(=O)(=O)c1ccc(C)cc1	-13.6	-1.8	13.6	-2.5	.	-0.2	0.6	-9.3	-4.7	-0.2
CN(C(=O)c1cccc(COc2ccc(Cl)cc2Cl)c1)c1ccccc1	-0.3	51.4*	-7.5	-2.0	.	6.4	-0.8	-42.0	-1.7	2.2
Cn1c(=O)c2c(nc(CN3CCN(C(=O)c4ccco4)CC3)n2CCc2ccccc2)n(C)c1=O	-5.8	20.1	-11.3	-0.8	.	0.6	3.1	-21.5	21.3	1.1
CCOC(=O)N1CCN(C(=O)c2oc3ccc(S(=O)(=O)N(CC)CC)cc3c2C)CC1	i	7.1	-10.0	-3.9	1.0	-0.8	1.2	-5.8	24.4	4.0
CCC(=O)c1ccc(/C=C/c2nc3ccccc3n2C)o1	-0.2	6.1	-235.7	-11.3	0.7	0.5	1.9	-12.2	13.1	-3.2
N#Cc1cccnc1N1CCC(C(N)=O)CC1	-0.6	1.1	-27.0	-2.0	0.3	0.4	0.1	-6.5	17.0	0.5
O=C(O)c1cc(-c2ccccc2)n(-c2ccc(Cl)cc2)n1	0.7	8.8	10.7	-12.6	3.2	3.4	-0.9	-5.3	24.4	2.5
Cc1ccc(C(=O)OCc2nc(N)nc(Nc3ccccc3C)n2)cc1	7.7	1.9	-10.7	0.7	.	0.3	0.4	4.5	4.7	-2.4
COC(=O)c1ccccc1NC(=O)c1sc(=S)n(C)c1N	2.6	5.7	15.2	-7.5	.	1.7	0.6	0.5	10.5	-0.9
CN(C)CCN1CCN(C2CN(CCc3ccccc3)S(=O)(=O)C2)CC1 (stereo unspecified)	.	.	16.3	-2.6	0.9	.	-0.2	.	.	.
O=C(COc1ccccc1Cl)NC(=S)N1CCc2ccccc21	1.7	-3.0	2.9	-1.5	0.9	?	0.9	18.3	15.2	-0.9
COc1cc2c(cc1OC)CN1CCc3cc(OC)c(OC)cc3C1C2 (stereo unspecified)	-0.3	-4.0	-3.3	-2.0	1.8	.	0.2	.	.	.
Cc1ccccc1N1OC2C(=O)N(c3ccc(F)cc3)C(=O)C2C1c1ccccn1 (stereo unspecified)	-0.5	-2.5	-10.1	-2.5	2.4	1.8	0.0	-8.9	6.1	1.2
CCN(CC)CCCn1c2c(c(SCC(=O)Nc3nccs3)nc1=O)CCC2	-0.3	-5.3	-5.2	.	1.4	0.4	.	-6.8	.	.
O=C(c1ccc(Cl)cc1)[C@@H]1[C@@H]2C(=O)N(c3ccc(Cl)cc3)C(=O)[C@@H]2C2c3ccccc3C=NN21 (stereo partly specified)	-0.8	-3.6	-1.1	-2.8	0.5	0.2	-0.8	2.0	5.4	10.9
CC1CC2=C(CC1/C=N/NC(N)=S)C(C)(C)CCC2 (stereo unspecified)	i	7.0	0.0	-6.3	2.1	17.8	-1.7	.	18.7	0.5
CC(=O)Oc1ccc(C(=O)Nc2cccc(C(=O)NC(C)(C)C)c2)cc1	i	-14.3	-2.0	-2.3	-0.1	-1.4	0.6	-8.6	3.6	1.1
CC(C)=CCCC(C)CN1CCC(n2nccc2NC(=O)C2CCCC2)CC1 (stereo unspecified)	0.3	14.8	1.0	-5.4	-0.3	-2.1	-1.3	-15.5	10.1	2.1
O=C(Nc1ccc(Cl)c(Cl)c1)N1CCSCC1	-6.7	-3.6	-1.7	-0.9	.	-0.8	-0.8	-1.6	24.7	6.3
COc1ccccc1NC(=O)N(C)C[C@@H]1OCc2cnnn2CCCC(=O)N([C@@H](C)CO)C[C@H]1C	-0.4	-3.0	11.3	-3.4	-2.6&-1.8&-1.6	.	0.3	.	.	.
COc1ccc(Oc2nc3c(c(=O)n(C)c(=O)n3C)n2C)cc1	i	2.3	5.8	-11.1	0.7	1.8	1.4	-15.1	13.9	1.7
O=C(N/N=C/c1ccc2ncccc2c1)c1ccco1	i	7.1	11.6	-0.5	-6.6	2.4	0.8	.	3.5	2.1
CCc1nnc(SCC(=O)NC2CCCCC2)nc1CC	-0.6	18.8	10.9	2.7	.	-1.2	0.4	-5.3	17.0	2.0

Some of the compounds tested; rates above refer to the full screens.
